# Source: PubChem BioAssay
# SDO1 yeast rescue = compounds rescuing growth of sdo1-depleted yeast, bone marrow failure model. S. cerevisiae sdo1-depleted JHY4D growth rescue, OD600 30 h; stronger effect = higher value; pdr5 snq2 efflux-pump mutant strain. 140,000 compounds, 0.21% hits. z-score at 10 µM. AID 817;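 active means z-score above 3 at both the 24 hr and the 30 hr optical density reads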;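 further: z-score against mean and SD of all compound wells on the same plate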
# INS promoter inh = TRM-6 insulin promoter activity inhibition | TRM-6 cells (human fetal islet line), insulin promoter-eGFP reporter, imaging; reporter expression induced with tamoxifen | 130,000 compounds, 0.9% hits | AID 1273 | inhibition, % at 2 µM;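 active means inhibition above the mean plus 3 SD, with well images judged a real hit on visual review, cut at about 60% in these data, passing the limit was not always enough; inconclusive means inhibition over the cutoff but images rejected on review; inactive means inhibition not above the cutoff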
# SDO1 yeast rescue Rescue 24 h = further read-out of SDO1 yeast rescue, marked with its call; z-score; S. cerevisiae sdo1-depleted JHY4D growth rescue, OD600; measured here: growth rescue at 24 h;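 0 is the plate mean of compound wells and units are plate SD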
# * hit, by the source's call; ? = inconclusive; nt = not tested or not shown.
SMILES,SDO1 yeast rescue,SDO1 yeast rescue Rescue 24 h,INS promoter inh
COc1cc(C)c(CN2CCCCC2CO)cc1C (configuration not stated),0.33,0.14,9
COc1ccc(CC(=O)NNc2ncnc3c2cnn3C)cc1OC,1.5,1.5,-24
O=C1CC(c2ccccc2)CC(O)=C1C=Nc1ccc(O)cc1 (configuration not stated),nt,nt,-26
O=C(NC1CCCCC1)N(Cc1cc2cc3c(cc2[nH]c1=O)OCCO3)CC1CCCO1 (configuration not stated),-0.23,-1,nt
COc1cccc2cc(C(=O)N3CCN(c4ncccn4)CC3)c(=O)oc12,0.49,1.1,33
COc1ccc(NC(=O)c2ccc(CN3CCN(c4ccccc4)CC3)cc2)cc1,-0.3,-0.62,-25
c1ccc(-c2ccccc2OCCCCN2CCCCCC2)cc1,nt,nt,-95
O=C(COC(=O)c1ccc(Cl)s1)c1cc2ccccc2o1,0.2,0.34,24
CCOC(=O)CSc1nc2ccc(N3CCOCC3)cc2c(=O)n1Cc1ccc2c(c1)OCO2,-0.62,-0.74,4
C/C(=N/NC(=O)CNC(=O)c1ccccc1)c1ccc(C)cc1,nt,nt,-24
Cc1ccc(C)c(N2CCN(S(=O)(=O)c3ccc4[nH]c(=O)c(=O)[nH]c4c3)CC2)c1,0.52,0.58,nt
c1ccc2[nH]c(-c3nc4ccccc4[nH]3)nc2c1,-0.51,-0.46,nt
COc1ccc2nc(C)cc(SCC(=O)NNC(=O)COc3ccccc3)c2c1,-0.27,-0.63,27
CCCCN1C(=O)c2ccc(C(=O)NC3=NCCS3)cc2C1=O,0.04,1.1,-31
O=C(Nc1ccc(Cc2ccncc2)cc1)C1CCC(N2C(=O)C3CC=CCC3C2=O)CC1 (configuration not stated),0.04,-0.19,7
Cc1cccc(NC(=S)NC(=O)CC2CC(C)(C)OC2=O)c1 (configuration not stated),nt,nt,-35
CN(C(=O)CSc1nc2cc([N+](=O)[O-])ccc2n1-c1ccc(F)cc1)C1CCS(=O)(=O)C1 (configuration not stated),0.63,2,-6
COc1ccc2c(c1)CCc1c(C(=O)Nc3ccn(Cc4ccc(C)cc4)n3)noc1-2,-0.15,1,nt
CC(C)n1c(SCC(=O)N2c3ccccc3CCc3ccccc32)nc2c1c(=O)n(C)c(=O)n2C,nt,nt,-107
Cc1cc(C)cc(Oc2nc(C(F)(F)F)nc3ccccc23)c1,-0.17,0.9,22
O=C(Nc1ccccc1-c1ccccc1)C1CCCN(c2ncccn2)C1 (configuration not stated),-1.6,-1.3,25
Cc1cnn(-c2cc(N/N=C/c3ccccc3Cl)ncn2)c1,-1.5,-0.03,-43
COc1cc(-n2c(=O)c3ccccc3n(Cc3cccc(C)c3)c2=O)cc(OC)c1OC,nt,nt,44
O=C(Cc1ccccc1)NC(c1ccco1)c1c(O)ccc2ccccc12 (configuration not stated),nt,nt,-29
CCS(=O)(=O)N1CCN(C(=O)c2ccco2)CC1,-0.83,-1.4,-14
Cc1cccc2cc(COC(=O)C(C)(C)C)c(=O)[nH]c12,-0.38,0.09,65
O=C(Nc1ccon1)c1sc2ccccc2c1Cl,-0.05,0.58,-3
COc1ccc(OCC(=O)Nc2ccc3c(c2)nc2n3CCSC2)cc1,-0.77,-0.58,nt
CCOc1ccc(NC(=S)NCCCn2ccnc2)cc1,-0.37,-0.12,0
CC(C)OC(=O)c1nnn(-c2nonc2N)c1CN1CCc2ccccc2C1,-1.1,0.05,nt
CN(Cc1ccccn1)C(=O)CC1C(=O)NCCN1Cc1cccc(Oc2ccccc2)c1 (configuration not stated),nt,nt,-65
COc1cccc(NC(=O)CSCC(=O)Nc2ccccc2)c1,0.26,0.22,4
COc1ccccc1NC(=O)CSc1nnc(Cc2cccn2C)n1CCc1ccccc1,-0.67,-0.71,nt
CCOc1ccc(NC(=O)CN(C)c2ccc(S(=O)(=O)N(C(C)C)C(C)C)cn2)cc1OCC,0.4,-0.04,11
COc1ccccc1-c1nnc(SCC(=O)O)n1C,-0.16,-0.13,15
COc1ccccc1-c1nnc(NC(=O)C(C)Sc2nncn2C)s1 (configuration not stated),nt,nt,-12
CC(Oc1ccccc1)C(=O)Nc1oc(-c2ccco2)c(-c2ccco2)c1C#N (configuration not stated),-0.72,-0.5,7
Cc1ccc(NCc2nnc(SCC(N)=O)n2CC2CCCO2)c(C)c1 (configuration not stated),2.2,2.2,-16
Cc1nnc(NC(=O)c2ccc3c(c2)OCO3)s1,nt,nt,-78
O=C(CCn1c(=O)c2sccc2n(CC(=O)OCc2ccccc2)c1=O)NCc1ccco1,2,1.7,nt
CC1(C)Cc2ccccc2C2=C(C(=O)N3CCCCCC3)C(=O)C(=O)N21,nt,nt,29
COc1ccc(CNC(=O)c2cc3c(=O)n4ccccc4nc3n(Cc3ccco3)c2=N)cc1,nt,nt,10
c1nc(N2CCC3(CC2)OCCO3)c2c3c(sc2n1)CCCC3,-0.48,-0.5,nt
O=C(CC(C(=O)N1CCc2ccccc21)n1ccnc1)NCc1ccccc1 (configuration not stated),0.69,0.22,-16
CS(=O)(=O)N(Cc1ccccc1)c1ccc(C(=O)NC2CCCCC2O)cc1 (configuration not stated),1,1.3,50
Cc1cccc(NC(=S)NC2CC3CCC(C2)N3Cc2ccco2)c1 (configuration not stated),0.05,-0.59,nt
COc1ccccc1N1CCN(Cc2nc(N)nc(Nc3ccc(C)c(Cl)c3)n2)CC1,-1.9,-1.7,11
COC(=O)CNC(=O)/C=C/c1ccc(OC)cc1,0.87,-0.03,11
Cc1ccc(Sc2oc(/C=N/n3cnnc3)cc2Br)cc1,-2.8,-1.7,36
C/C(NCC(C)(C)CN(C)C)=C(/C#N)C(=O)NCc1ccccc1,0.06,0.59,nt
CCc1ccc(S(=O)(=O)Nc2cccc(-c3ccc4nncn4n3)c2)s1,nt,nt,-15
CC1=C(C(=O)Nc2ccccc2C)C2(CCCCC2)C(C(N)=O)C(=S)N1 (configuration not stated),0.49,0.06,-38
O=C(N1CCOCC1)N1CCC(n2nnc3cc(F)ccc32)CC1,-0.44,0.63,33
CN1CCN(C(=O)N2CCNC2=O)CC1,0.71,-0.32,nt
CCOc1ccccc1N1CCN(C(=S)Nc2ccc(S(N)(=O)=O)cc2)CC1,0.15,-0.67,-11
CCc1ccc(CC(=S)N2CCOCC2)cc1,nt,nt,-12
CCCC(=O)NC(c1ccc2c(c1)OCO2)c1cc(Cl)c2cccnc2c1O (configuration not stated),-0.79,-0.18,nt
CCCCNC(=O)CO/N=C(\C)c1cc2ccccc2o1,0.69,0.2,5
CCC(Sc1nc(=O)cc(N)n1-c1cccc(C)c1)C(=O)Nc1cc(C)on1 (configuration not stated),-0.13,-0.73,14
C=CCc1c(C)nc(-c2ccccc2)nc1Nc1ccccc1O,-0.61,-0.24,4
# The results go on.
SMILES,SDO1 yeast rescue,SDO1 yeast rescue Rescue 24 h,INS promoter inh
Cn1c(=O)[nH]c(=O)c2[nH]c(NCCCN3CCOCC3)nc21,0.41,0.4,52
CCOc1ccc(N(C(C)C(=O)NC2CCCCCC2)S(C)(=O)=O)cc1 (configuration not stated),0.07,0.04,-16
COc1ccc(NC(=O)c2cc(OC)c(OC)c(OC)c2Br)cc1OC,0.57,0.4,-69
CC1CCCN(C(=O)CSc2nnc3n(C4CCCC4)c(=O)c4ccccc4n23)C1 (configuration not stated),-1.2,-0.43,50
O=C(CCN1CCN(C/C=C/c2ccccc2)CC1)Nc1ccc(Cl)cc1,-0.46,-0.02,-16
O=C(CC1CCCC1)Nc1ccc2c(c1)CCC2,-0.48,-1.1,17
CC(CN1CCOCC1)c1ccccc1 (configuration not stated),-0.1,-0.74,30
CC(C)CNC(=O)COC(=O)CNC(=O)c1cc(Cl)cc([N+](=O)[O-])c1,2.8,2.2,-16
COc1cccc(NC(=O)Nc2cc(C(=O)O)ccc2C)c1,nt,nt,-175
CCC(C)(C)NC(=O)C(C)OC(=O)c1nsc(Cl)c1Cl (configuration not stated),0.24,0.17,25
CN(C)c1ccc(C(CNC(=O)c2ccccc2)c2c[nH]c3ccccc23)cc1 (configuration not stated),-0.9,0.06,25
CC1(C)CC(=O)C(Sc2ccc(Br)cc2)=C(O)C1,nt,nt,45
COC(=O)[C@@]1(Cc2ccc(OC)cc2)[C@H]2c3cc(C(=O)N(C)C)[nH]c3C[C@H]2CN1C(=O)c1ccccc1,0.35,0.58,30
CC1CCC(C(=O)NC(C(=O)N2CCc3ccccc3C2)C(C)C)CC1 (configuration not stated),-1,-1.1,-36
COc1ccc(Cl)cc1NC(=O)CN1C(=O)CCS(=O)(=O)c2ccccc21,0.29,0.18,9

# Arranged by length of the SMILES (ascending): part of the list above.
SMILES,SDO1 yeast rescue,SDO1 yeast rescue Rescue 24 h,INS promoter inh
CC(CN1CCOCC1)c1ccccc1 (configuration not stated),-0.1,-0.74,30
CCc1ccc(CC(=S)N2CCOCC2)cc1,nt,nt,-12
O=C(CC1CCCC1)Nc1ccc2c(c1)CCC2,-0.48,-1.1,17
CCCCNC(=O)CO/N=C(\C)c1cc2ccccc2o1,0.69,0.2,5
CC1(C)CC(=O)C(Sc2ccc(Br)cc2)=C(O)C1,nt,nt,45
COc1cccc(NC(=O)Nc2cc(C(=O)O)ccc2C)c1,nt,nt,-175
CCC(C)(C)NC(=O)C(C)OC(=O)c1nsc(Cl)c1Cl (configuration not stated),0.24,0.17,25
Cn1c(=O)[nH]c(=O)c2[nH]c(NCCCN3CCOCC3)nc21,0.41,0.4,52
O=C(CCN1CCN(C/C=C/c2ccccc2)CC1)Nc1ccc(Cl)cc1,-0.46,-0.02,-16
CCOc1ccc(N(C(C)C(=O)NC2CCCCCC2)S(C)(=O)=O)cc1 (configuration not stated),0.07,0.04,-16
CCCC(=O)NC(c1ccc2c(c1)OCO2)c1cc(Cl)c2cccnc2c1O (configuration not stated),-0.79,-0.18,nt
COc1ccc(Cl)cc1NC(=O)CN1C(=O)CCS(=O)(=O)c2ccccc21,0.29,0.18,9
CN(C)c1ccc(C(CNC(=O)c2ccccc2)c2c[nH]c3ccccc23)cc1 (configuration not stated),-0.9,0.06,25
CC1CCCN(C(=O)CSc2nnc3n(C4CCCC4)c(=O)c4ccccc4n23)C1 (configuration not stated),-1.2,-0.43,50
CC(C)CNC(=O)COC(=O)CNC(=O)c1cc(Cl)cc([N+](=O)[O-])c1,2.8,2.2,-16
COC(=O)[C@@]1(Cc2ccc(OC)cc2)[C@H]2c3cc(C(=O)N(C)C)[nH]c3C[C@H]2CN1C(=O)c1ccccc1,0.35,0.58,30

# Additional entries:
SMILES,SDO1 yeast rescue,SDO1 yeast rescue Rescue 24 h,INS promoter inh
CCCOc1cccc(-c2cc(C(=O)NN)c3ccccc3n2)c1,0.06,-0.46,7
CCOCCCNC(=O)CN1C(=O)/C(=C/c2ccccc2)Sc2ccccc21,-0.54,-1.2,-313
CN(c1ccccc1)S(=O)(=O)c1cccc(C(=O)OCC(=O)NCc2ccc3c(c2)OCO3)c1,0.04,0.08,nt
CN(CC(=O)N1CCN(c2ccc(F)cc2)CC1)S(=O)(=O)c1ccc(F)cc1,0.89,0.61,-79
Cc1nc(N2CCN(C)CC2)c2c(C)c(C(=O)Nc3ccc(C)c(F)c3)sc2n1,0.5,0.79,-73
CC(NC(=O)COc1ccccc1)C(=O)OCC(=O)c1cc2ccccc2o1 (configuration not stated),0.96,0.99,nt
O=C(NCc1ccccc1)Nc1cccn(Cc2ccccc2F)c1=O,-0.86,-0.93,nt
COc1ccc(S(=O)(=O)N2CCN(C)CC2)cc1Br,-0.2,-0.46,14
O=C(N/N=C/c1sc(=O)n(-c2ccccc2)c1Cl)c1ccncc1,-0.37,-1.5,14
O=C(c1cccnc1Cl)N1CCOCC1,nt,nt,12
Cc1c(Cc2c(Cl)cccc2Cl)c(=O)ccn1C(C)c1ccccc1 (configuration not stated),-1.6,-0.72,-23
Cc1ccc(C)c(NC(NC(=O)c2cccnc2)C(Cl)(Cl)Cl)c1 (configuration not stated),0.17,0.23,-100
CCOc1ccccc1NS(=O)(=O)c1cccc2nsnc12,0.95,0.69,-6
CCOC(=O)Oc1ccc(C(=O)OCCCN(C)C)cc1OC,1.8,0.69,-355
CCOC(=O)c1cnc(-n2nc(C)cc2C)nc1Nc1cccc(C(=O)O)c1,0.98,0.89,57
O=C(CCc1ccccc1)NCc1ccccn1,0.35,0.03,23
N#C/C(=C/c1cn[nH]c1-c1ccc(Br)cc1)C(=O)O,nt,nt,-18
COc1cc(C(=O)N2CCN(C/C=C/c3ccccc3)CC2)cc(OC)c1C,0.02,0.28,-38
Cc1cccc(OCc2nnc(N)s2)c1,1.2,0.83,-33
COc1cc(C(=O)NCc2cccc3ccccc23)ccc1OCc1ccccc1,-0.43,0.18,-11
CCOC(=O)CN1C(=O)C(Sc2nnc(-c3ccccc3OC)s2)CCc2ccccc21 (configuration not stated),nt,nt,?
c1ccc(Oc2cnc3ccccc3n2)cc1,0.08,-0.24,-24
CCOc1ccc(NC(=O)N(C2CCCCCC2)C2CCN(C(C)=O)CC2)cc1,-0.09,-0.87,nt
O=C(NC(C(=O)c1ccccc1)N1CCOCC1)c1ccccc1 (configuration not stated),1.2,1.4,16
O=C(Nc1cc(Cl)ccc1O)c1snnc1-c1ccccc1,-2,-1.5,14
Cc1cc(=O)oc2cc(OC(C)C(=O)Nc3nccs3)ccc12 (configuration not stated),-1.4,-1.3,-257
O=C(Cn1cc(C(F)(F)F)cc(Cl)c1=O)Nc1cccc(Cl)c1,-0.54,1.2,-36
CCOC(=O)c1[nH]c2ccc(F)cc2c1NC(=O)CN1CCN(C/C=C/c2ccccc2)CC1,-1.7,-1.3,nt
N#CCCCn1c(-c2ccccc2)noc1=O,0.05,0.07,nt

# Only part of the results is shown (hit frequency here may not be typical).
